eIF4E 4G PPI = blocks eIF4E binding to eIF4G | inhibition, % at 21.7 µM | actives 0.37% (n = 220,000) | AID 782 | P63073+Q04637 | TR-FRET eIF4E-eIF4GI(517-606) binding, 2 h;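 active = inhibition above about 30%, limit read from the data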;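 note: 0% = full FRET control wells and 100% = background wells lacking eIF4GI fragment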
p97 inhibitor = blocks human p97 ATPase activity. P55072. recombinant p97 ATPase, Kinase-Glo ATP luminescence, 3 h. inhibition, % at 8 µM. actives 0.42% (n = 220,000); in the data active = inhibition above about 15%;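 note: 0% = DMSO vehicle and 100% = wells lacking enzyme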
EP2 mod = EP2 receptor (human) modulation; induction, % at 25 µM; actives 0.83% (n = 260,000); EP2-expressing cells, cAMP HTRF FRET, PGE2 co-stimulation; P43116;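 active = compounds whose cAMP rise, as percent of the full-agonist control response, exceeds 60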;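 note: rat C6 glioma line stably carrying human EP2 under a CMV promoter; the protocol text gives 20 µM as final concentration; 100% = response of wells given 1 µM PGE2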
S1P4 agonist = human S1P4 receptor agonism | O95977 | S1P4-expressing cell line, agonist reporter assay | activation, % at 4.98 µM | actives 0.35% (n = 220,000) | AID 1509; in the data active = activation above about 11%;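 note: 0% = DMSO vehicle and 100% = reference agonist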
NPY-Y1 antag = blocks the human neuropeptide Y Y1 receptor; P25929; HEK293-CNG Y1 cells, membrane potential fluorescence; NPY at EC95, then isoproterenol; inhibition, % at 3.6 µM; actives 1% (n = 200,000);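 active = inhibition above the campaign mean inhibition of all tested compounds plus 3 SD, cut at about 20% in these data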;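 note: 0% = DMSO wells given NPY plus isoproterenol and 100% = isoproterenol alone without NPY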
Target sequence (P25929 whole entry, looked up): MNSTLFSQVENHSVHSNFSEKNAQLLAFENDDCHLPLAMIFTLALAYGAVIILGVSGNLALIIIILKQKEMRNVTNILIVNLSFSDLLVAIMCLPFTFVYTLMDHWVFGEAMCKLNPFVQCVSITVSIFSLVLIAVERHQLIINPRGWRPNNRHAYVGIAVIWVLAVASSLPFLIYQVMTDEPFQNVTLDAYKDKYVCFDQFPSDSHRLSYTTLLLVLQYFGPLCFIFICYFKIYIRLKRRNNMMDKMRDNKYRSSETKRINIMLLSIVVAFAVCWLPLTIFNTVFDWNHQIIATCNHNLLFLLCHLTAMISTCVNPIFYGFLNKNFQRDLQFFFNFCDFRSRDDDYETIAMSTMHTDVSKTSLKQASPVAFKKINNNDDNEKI
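Material: HEK293 cells with Y1 receptor plus CNG channel; times: compound incubation 1 h at room temperature, readout 45 min post-stimulation; signal: fluorescence, membrane potential probe; read-out basis: fluorescence ratio normalized to % inhibition between controls; benchmarks: full-block control isoproterenol-only wells, zero-block control NPY plus isoproterenol wells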
EP2 antag = EP2 receptor (human) inhibition; P43116; C6 glioma cells expressing human EP2, cAMP TR-FRET; cells stimulated with saturating PGE2; inhibition, % at 25 µM; actives 0.52% (n = 260,000);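 active = percent inhibition above 40 after rounding to a whole number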;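 note: rat C6 glioma host cells with rolipram phosphodiesterase inhibitor present; the protocol text gives 20 µM as final concentration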
NPY-Y1 PAM-ag = potentiates or activates human NPY-Y1 receptor | AID 1304 | NPY-Y1 expressing cells, potentiator/agonist activation | activation, % at 3.6 µM | actives 0.37% (n = 220,000); in the data active = activation above about 33%, passing the limit was not always enough;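 note: cells stimulated with NPY at EC10 then isoproterenol at EC100; 0% = low agonist plus stimulus and 100% = saturating agonist plus stimulus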
NPY-Y2 PAM-ag = potentiators or agonists of human neuropeptide Y receptor Y2; cells expressing NPY-Y2, potentiator/agonist read-out; actives 0.45% (n = 220,000); activation, % at 3.6 µM; P49146; AID 1359; in the data active = activation above about 27%;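 note: cells stimulated with NPY near EC25 plus isoproterenol at EC100; 0% = vehicle plus submaximal agonist and 100% = vehicle plus saturating agonist; some results beyond the cut were filed as inactive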
Target sequence (P49146 whole entry, looked up): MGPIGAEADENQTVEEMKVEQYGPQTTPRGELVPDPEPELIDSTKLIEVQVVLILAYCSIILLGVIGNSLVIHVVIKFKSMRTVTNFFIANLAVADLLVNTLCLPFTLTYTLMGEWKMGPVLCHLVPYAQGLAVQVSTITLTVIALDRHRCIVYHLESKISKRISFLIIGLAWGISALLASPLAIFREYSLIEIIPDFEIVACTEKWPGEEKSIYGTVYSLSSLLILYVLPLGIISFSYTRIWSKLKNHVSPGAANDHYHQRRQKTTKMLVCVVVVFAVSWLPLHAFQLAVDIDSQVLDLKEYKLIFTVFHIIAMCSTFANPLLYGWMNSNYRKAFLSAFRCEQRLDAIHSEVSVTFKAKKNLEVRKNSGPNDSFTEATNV
S1P4 antag = human S1P4 receptor antagonism; S1P4-expressing cells, antagonist mode, reporter read-out; inhibition, % at 4.98 µM; actives 0.26% (n = 220,000); AID 1510; in the data active = inhibition above about 29%;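 note: 0% = wells stimulated with agonist and 100% = vehicle wells without agonist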
* hit, by the source's call; & = joins results of further samples; [ ] = remark or other dose. These rows are one share of the data, so the mix of outcomes need not match the whole.

For CCOC(=O)Cc1csc(NC(=O)c2c(-c3c(F)cccc3Cl)noc2C)n1 the results were eIF4E 4G PPI 1.6, p97 inhibitor 4.8, EP2 mod 20.2, S1P4 agonist -0.1, NPY-Y1 antag -1.7, EP2 antag 4.8, NPY-Y1 PAM-ag -13.1, NPY-Y2 PAM-ag 15.2 and S1P4 antag -12.1.
CCn1c(SCC(=O)N2CCN(C(=O)c3ccco3)CC2)nnc1C(C)C was read as eIF4E 4G PPI 0.5, p97 inhibitor 2.1, EP2 mod 7.7&-19.3, S1P4 agonist 1.0, NPY-Y1 antag -1.1, EP2 antag 10.2&-0.1, NPY-Y1 PAM-ag 5.4, NPY-Y2 PAM-ag -14.4 and S1P4 antag 4.9.
`CN(c1ccccc1)c1ccc(/C=c2\s/c(=C(/C#N)C(=O)C(C)(C)C)n(Cc3ccco3)c2=O)cc1` gave eIF4E 4G PPI 1.9, p97 inhibitor -2.2, EP2 mod 27.9, S1P4 agonist 2.6, NPY-Y1 antag -6.5, EP2 antag 11.9, NPY-Y1 PAM-ag 4.5, NPY-Y2 PAM-ag -0.5 and S1P4 antag 13.2.
COC(=O)c1ccc(NC(=O)Nc2ccc(F)c(Cl)c2)cc1 was read as eIF4E 4G PPI 6.4, p97 inhibitor -3.2, EP2 mod -39.8, S1P4 agonist -0.1, NPY-Y1 antag -0.6, EP2 antag 6.3, NPY-Y1 PAM-ag -6.9, NPY-Y2 PAM-ag 1.2 and S1P4 antag 3.6.
`Cc1nn(-c2cc(N3CCCC3)ccc2[N+](=O)[O-])c(=O)c2ccccc12` gave eIF4E 4G PPI 5.6, p97 inhibitor 0.1, EP2 mod 17.4, S1P4 agonist -0.2, NPY-Y1 antag 2.7, EP2 antag 12.2, NPY-Y1 PAM-ag 6.5, NPY-Y2 PAM-ag -13.7 and S1P4 antag -43.2.
`C=CCn1c(N2CCN(c3ccc(OC)cc3)CC2)nc2c1c(=O)[nH]c(=O)n2C` gave eIF4E 4G PPI 0.2, p97 inhibitor 1.3, EP2 mod -18.3, S1P4 agonist -0.3, NPY-Y1 antag -3.2, EP2 antag 4.9, NPY-Y1 PAM-ag 1.2, NPY-Y2 PAM-ag -19.6 and S1P4 antag -11.3.
CCCn1ccc(O)c(Cc2ccc(Cl)cc2)c1=O was read as eIF4E 4G PPI -3.7, p97 inhibitor -2.1, EP2 mod 20.9, S1P4 agonist 2.3, NPY-Y1 antag 0.9, EP2 antag 12.9, NPY-Y1 PAM-ag -2.8, NPY-Y2 PAM-ag -6.7 and S1P4 antag -14.6.
CCN(CC(=O)Nc1ccc2c(c1)OCCO2)CC(=O)Nc1cc(C)on1 was read as eIF4E 4G PPI 5.4, p97 inhibitor 3.1, EP2 mod -9.6, S1P4 agonist 0.3, NPY-Y1 antag 1.3, EP2 antag 15.0, NPY-Y1 PAM-ag -11.6, NPY-Y2 PAM-ag 12.3 and S1P4 antag 11.2.
`CN1CCC(N(C)C(=O)c2ccccc2Nc2ccc(SC(F)F)cc2)CC1` gave eIF4E 4G PPI 6.6, p97 inhibitor 1.7, EP2 mod -9.4, S1P4 agonist -2.4, NPY-Y1 antag 4.4, EP2 antag 6.0, NPY-Y1 PAM-ag 21.9, NPY-Y2 PAM-ag -9.7 and S1P4 antag -5.3.
`CCOc1cc(/C=N/Nc2nc(-c3cccs3)c(NC(C)=O)s2)ccc1O` gave eIF4E 4G PPI -6.3, p97 inhibitor 13.2, EP2 mod -65.3, S1P4 agonist -0.2, EP2 antag 14.5, NPY-Y1 PAM-ag 12.0, NPY-Y2 PAM-ag 3.8 and S1P4 antag -3.6.
Cc1cc(C(=O)N2CCCC(C(=O)c3cccc(C(F)(F)F)c3)C2)nc(C)n1 (configuration not stated) was read as eIF4E 4G PPI 0.5, p97 inhibitor 2.1, EP2 mod -23.4, S1P4 agonist 0.2, NPY-Y1 antag 0.4, EP2 antag 6.7, NPY-Y1 PAM-ag 2.1, NPY-Y2 PAM-ag -1.5 and S1P4 antag -15.0.
`CCOC(=O)c1c(C)oc2cc(Br)c(O)c(Br)c12` gave eIF4E 4G PPI 1.2, p97 inhibitor 5.1, EP2 mod 15.5, S1P4 agonist 1.1, NPY-Y1 antag 1.2, EP2 antag 0.2, NPY-Y1 PAM-ag -2.3, NPY-Y2 PAM-ag 10.8 and S1P4 antag -3.6.
For COc1ccccc1/C=C/CN1CCN(Cc2ccc(C)o2)C(CCO)C1 (configuration not stated) the results were eIF4E 4G PPI 1.5, p97 inhibitor 3.8, EP2 mod 17.9, S1P4 agonist 0.1, NPY-Y1 antag 0.8, EP2 antag 3.4, NPY-Y1 PAM-ag -12.7, NPY-Y2 PAM-ag -18.4 and S1P4 antag 2.5.
Screening O=C1c2ccccc2C(=O)N1CCSc1nnc(-c2ccco2)n1Cc1ccccc1 returned eIF4E 4G PPI 1.5, p97 inhibitor -3.2, EP2 mod 29.8, S1P4 agonist -0.7, NPY-Y1 antag -3.9, EP2 antag 3.5, NPY-Y1 PAM-ag -15.5, NPY-Y2 PAM-ag -2.6 and S1P4 antag 4.7.
COc1cccc(N2C(=O)CC(N3CCC(C(N)=O)(N4CCCCC4)CC3)C2=O)c1 (configuration not stated) was read as eIF4E 4G PPI 0.5[fluorescence artefact?], p97 inhibitor 3.8, EP2 mod 7.2, S1P4 agonist 1.5, NPY-Y1 antag -8.0, EP2 antag 1.6, NPY-Y1 PAM-ag -5.0, NPY-Y2 PAM-ag 13.5 and S1P4 antag 4.1.
For Cc1ccc(OC(=O)c2ccccc2P(=O)(O)O)cc1 the results were eIF4E 4G PPI -3.8, p97 inhibitor 0.8, EP2 mod 0.8, S1P4 agonist -1.3, NPY-Y1 antag -2.6, NPY-Y1 PAM-ag 24.4, NPY-Y2 PAM-ag 10.3 and S1P4 antag -14.3.
For COc1cccc(C2CC(c3ccccc3Cl)Nc3ncnn32)c1 (configuration not stated) the results were p97 inhibitor 1.6, S1P4 agonist -0.3, NPY-Y1 antag -1.6, NPY-Y1 PAM-ag 4.7, NPY-Y2 PAM-ag 10.1 and S1P4 antag 6.0.
`COC(=O)c1ccc(S(=O)(=O)c2ccc(C(=O)OC)s2)s1` gave eIF4E 4G PPI -1.6, p97 inhibitor 8.9, EP2 mod 3.1, S1P4 agonist 1.6, NPY-Y1 antag -4.0, EP2 antag 16.5, NPY-Y1 PAM-ag -0.5, NPY-Y2 PAM-ag 6.7 and S1P4 antag -7.8.
NC(=O)c1ccccc1Br was read as eIF4E 4G PPI -4.2, p97 inhibitor 3.3, EP2 mod 4.5, S1P4 agonist -0.6, EP2 antag 5.3, NPY-Y1 PAM-ag -6.4, NPY-Y2 PAM-ag -12.1 and S1P4 antag 3.8.
For CCOC(=O)N1CCC(N2Cc3cccc(C(=O)Nc4ccc(F)cc4)c3C2=O)CC1 the results were eIF4E 4G PPI 2.0, p97 inhibitor 3.6, EP2 mod -7.3, S1P4 agonist -0.9, NPY-Y1 antag 2.6, EP2 antag 1.6, NPY-Y1 PAM-ag 2.1, NPY-Y2 PAM-ag -4.5 and S1P4 antag 7.3.
CCCCNC(=S)N(C)/N=C/c1c(C)[nH]c2ccccc12 was read as eIF4E 4G PPI 5.4, p97 inhibitor -3.6, EP2 mod 0.8, S1P4 agonist 0.2, NPY-Y1 antag -7.5, EP2 antag 10.2, NPY-Y1 PAM-ag 11.1, NPY-Y2 PAM-ag 16.5 and S1P4 antag -7.6.
`CCc1nnc2cccc(Cl)n12` gave eIF4E 4G PPI -1.8, p97 inhibitor 1.9, EP2 mod 27.8, S1P4 agonist 0.5, NPY-Y1 antag 1.7, EP2 antag 4.9, NPY-Y1 PAM-ag -3.0, NPY-Y2 PAM-ag 3.9 and S1P4 antag -8.1.
CCCCn1cnc2c1c(=O)n(CC(=O)c1cc(C)n(C)c1C)c(=O)n2CC(C)C was read as eIF4E 4G PPI 2.4, p97 inhibitor 0.3, EP2 mod 31.3, S1P4 agonist -2.3, NPY-Y1 antag -0.9, EP2 antag 6.7, NPY-Y1 PAM-ag 20.3, NPY-Y2 PAM-ag 4.3 and S1P4 antag 13.6.
Screening Cc1ccc(N2CN=C3SCC(=O)N3C2)cc1C returned eIF4E 4G PPI 1.8, p97 inhibitor -0.3, EP2 mod 29.1, S1P4 agonist -0.1, NPY-Y1 antag -5.2, EP2 antag 2.0, NPY-Y1 PAM-ag -1.3, NPY-Y2 PAM-ag 9.4 and S1P4 antag 4.3.
`Cc1cc(C)c(C)c(S(=O)(=O)N2CCN(CC(=O)Nc3ccc([N+](=O)[O-])cc3)CC2)c1C` gave eIF4E 4G PPI 1.3[fluorescence artefact?], p97 inhibitor 5.3, EP2 mod -2.3, S1P4 agonist 0.5, NPY-Y1 antag -1.8, EP2 antag 1.0, NPY-Y1 PAM-ag 3.7, NPY-Y2 PAM-ag 16.0 and S1P4 antag -12.7.
O=C(NC(=S)NCc1ccccc1)c1ccc2c(c1)OCO2 was read as eIF4E 4G PPI -9.6, p97 inhibitor 2.0, EP2 mod 2.5, S1P4 agonist 0.4, NPY-Y1 antag 20.7*, EP2 antag 4.9, NPY-Y1 PAM-ag -12.4, NPY-Y2 PAM-ag -7.5 and S1P4 antag -13.4.
For O=C(COC(=O)/C=C/c1ccccc1)NCc1ccc(Cl)cc1 the results were eIF4E 4G PPI 15.8, p97 inhibitor 1.9, EP2 mod -22.9, S1P4 agonist 0.8, NPY-Y1 antag 7.9, EP2 antag 2.8, NPY-Y1 PAM-ag 6.5, NPY-Y2 PAM-ag 1.3 and S1P4 antag -46.3.
For CCN(CC)CC(=O)Nc1ccc(C)cc1C(=O)c1ccccc1 the results were eIF4E 4G PPI -0.5, p97 inhibitor -2.7, EP2 mod 3.4, S1P4 agonist -0.1, EP2 antag 1.3, NPY-Y1 PAM-ag 33.3, NPY-Y2 PAM-ag 18.3 and S1P4 antag -8.6.
Screening CC(=O)c1cccc(NC(=O)c2cc(C(C)C)on2)c1 returned eIF4E 4G PPI -3.5, p97 inhibitor -0.6, EP2 mod -0.6, S1P4 agonist 1.9, NPY-Y1 antag -0.1, EP2 antag 10.1, NPY-Y1 PAM-ag 8.6, NPY-Y2 PAM-ag -0.6 and S1P4 antag -16.6.
For COc1ccc(CC(=O)NC(C)c2nnc(SCc3nc4ccccc4c(=O)[nH]3)n2C)cc1 (configuration not stated) the results were eIF4E 4G PPI 4.2, p97 inhibitor -3.6, EP2 mod 22.0, S1P4 agonist 2.5, NPY-Y1 antag 2.6, EP2 antag 6.0, NPY-Y1 PAM-ag -15.4, NPY-Y2 PAM-ag -11.2 and S1P4 antag -9.1.

Fetched one by one from the list above, 3 records:
For Cc1ccc(OC(=O)c2ccccc2P(=O)(O)O)cc1 the results were eIF4E 4G PPI -3.8, p97 inhibitor 0.8, EP2 mod 0.8, S1P4 agonist -1.3, NPY-Y1 antag -2.6, NPY-Y1 PAM-ag 24.4, NPY-Y2 PAM-ag 10.3 and S1P4 antag -14.3.
`Cc1nn(-c2cc(N3CCCC3)ccc2[N+](=O)[O-])c(=O)c2ccccc12` gave eIF4E 4G PPI 5.6, p97 inhibitor 0.1, EP2 mod 17.4, S1P4 agonist -0.2, NPY-Y1 antag 2.7, EP2 antag 12.2, NPY-Y1 PAM-ag 6.5, NPY-Y2 PAM-ag -13.7 and S1P4 antag -43.2.
Screening O=C1c2ccccc2C(=O)N1CCSc1nnc(-c2ccco2)n1Cc1ccccc1 returned eIF4E 4G PPI 1.5, p97 inhibitor -3.2, EP2 mod 29.8, S1P4 agonist -0.7, NPY-Y1 antag -3.9, EP2 antag 3.5, NPY-Y1 PAM-ag -15.5, NPY-Y2 PAM-ag -2.6 and S1P4 antag 4.7.

Compound activity from PubChem.
